PLK1 PBD block: blocks phosphopeptide binding to human PLK1 polo-box domain; P53350; Plk1 PBD binding of FITC phosphopeptide, fluorescence polarization; Potency, µM, inactives show max response, negative = inhibition, actives largely listed as inhibitors; 2.8% of 360,000 active; AID 720504; note: potency is the fitted concentration of half-maximal effect; series mostly up to about 57 µM; % is set by controls: 0 for no effect and ±100 for the full control effect; nearly all actives have a fitted effect of over 65% in size
EPAC1 antagonist: antagonists of human EPAC1. O95398. EPAC1 GEF assay, Rap1b-BODIPY-GDP exchange fluorescence. Potency, µM (series often up to 115 µM), for the others: at the top dose activity change, negative = inhibition, usual class: inhibitors. 0.14% of 360,000 active. AID 720709;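 note: potency is the fitted concentration of half-maximal effect; plate controls were vehicle for no effect and positive control for full effect; nearly all actives have a fitted effect of over 50% in size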
EPAC2 antag: blocks human EPAC2 exchange factor. Potency, µM (doses to about 114 µM), inactives show at the highest dose activity, negative = inhibition, usual class: inhibitors. 0.18% of 360,000 active. EPAC2 GEF exchange of Rap1B-BODIPY-GDP, fluorescence; note: potency is the fitted concentration of half-maximal effect; % is set by controls: 0 for no effect and ±100 for the full control effect; nearly all actives have a fitted effect of over 45% in size; many of its hits are not listed in these tables
PI5P4K alpha inh: inhibitors of human PI5P4K alpha. 1.2% of 330,000 active. max response, %. PI5P4Kalpha enzyme, ADP-Glo luminescence, 60 min; hits give low values. P48426; active = max response of -50% or lower; inconclusive = between -30% and -50%; inactive = -30% or higher; note: value at the top dose of about 77 µM; % is set by controls: 0 for no effect and ±100 for the full control effect
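Enzyme plus substrate dispensed, test compounds pinned in, then ATP (5 microM final) added. After 60 min at RT, ADP-Glo reagent 1 for 45 min and reagent 2 for 30 min preceded luminescence imaging.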
EPAC1 agonist: agonists of human EPAC1; AID 720707; 0.073% of 360,000 active; O95398; Potency, µM (titrated, usually from 154 µM), for inactives: top-dose activation, usual class: activators; EPAC1 agonist qHTS, biochemical assay; response scale: 100% = response to 6.5 mM cAMP; note: potency is the fitted concentration of half-maximal effect; nearly all actives have a fitted effect of over 60% in size
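Read-out is the fluorescence drop as BODIPY-GDP leaves Rap1B (480 nm excitation, 540 nm emission), recorded every 5 minutes over 30 minutes. Reactions held 100 nM EPAC1, 250 nM Rap1B–BODIPY-GDP and 50 uM GDP, with 6.5 mM cAMP setting full activation.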
WRN helicase inh: inhibitors of human WRN helicase. Q14191. WRN helicase unwinding, fluorescent forked duplex, kinetic. Potency, µM (titrated, usually from 114 µM), without a hit: top-dose activity change, negative = inhibition, actives largely listed as inhibitors. 0.46% of 360,000 active; note: potency is the fitted concentration of half-maximal effect; % is set by controls: 0 for no effect and ±100 for the full control effect; nearly all actives have a fitted effect of over 55% in size
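Primary qHTS, 1536-well format. 20 nM WRN + compound, 15 min RT; start with 100 nM forked fluorophore/quencher duplex, 2 mM ATP (final); kinetic read ex 525/em 598 nm.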
CCT chaperon mod: modulators of cytosolic chaperonin (CCT/TRiC) activity; purified chaperonin ATPase assay, HTRF ADP detection, 30 min; activity change, % (test concentration not listed), hits read low; 0.3% of 360,000 active; in the data active = activity change below about -30%; note: % is set by controls: 0 for no effect and ±100 for the full control effect
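ATPase activity: ADP formed was measured by HTRF Transcreener (665/615 nm ratio) after 30 min at 37 deg C with 10 uM ATP. Compounds screened at one 76 uM concentration against 40 or 20 nM TRiC in Tris pH 7.4/KCl/MgCl2/DTT buffer.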
MmCpn inh: inhibitors of Methanococcus maripaludis chaperonin (MmCpn). purified Mm-Cpn ATPase, ADP Transcreener TR-FRET. Potency, µM (doses to about 76.9 µM), without a hit: top-dose activity, negative = inhibition, actives largely listed as inhibitors. 0.031% of 330,000 active; note: potency is the fitted concentration of half-maximal effect; % is set by controls: 0 for no effect and ±100 for the full control effect; nearly all actives have a fitted effect of over 80% in size
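Purified archaeal Mm-CPN (25nM final) preincubated 10 min at 37degC with compound, then 10uM ATP for 30 min at 37degC; ADP measured by HTRF Transcreener TR-FRET; buffer 30 mM TRIS pH 7.4, 100mM KCl, 5mM MgCl2, 1mM DTT.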
* = called active by the depositor; ? = inconclusive; . = not tested or not shown; [ ] = remark or other dose. Unless noted, calls come from the whole dose curve; as a rule, active = well fitted curve in the direction sought with a large enough effect; inconclusive = small, poorly fitted or top-dose-only effect, or another doubt; inactive = no such curve, though single readings can be large; an effect the other way counts as inactive or inconclusive. A portion of the library, so the mix of outcomes need not match the whole.

| cpd | PLK1 PBD block | EPAC1 antagonist | mol | EPAC2 antag | PI5P4K alpha inh | EPAC1 agonist | WRN helicase inh | CCT chaperon mod | MmCpn inh |
| --- | --- | --- | --- | --- | --- | --- | --- | --- | --- |
| 1 | 0% | 13% | O=S(=O)(Nc1ncn[nH]1)c1ccc(Cl)cc1 | 0% | 1 | 10% | -10%[57.1 µM] | -0.6 | 1% |
| 2 | -5% | -2% | O=C(c1cccc2ccccc12)N1CCN=C1SCc1ccc([N+](=O)[O-])cc1 | -1% | 4 | 10% | -32%[57.1 µM] | -1.8 | -1% |
| 3 | -12% | -12% | CC(C)c1ccc(OC(=O)c2cccc(S(=O)(=O)N3CCN(C)CC3)c2)cc1 | -10% | 6 | ? | -30% | 0.2 | ? |
| 4 | -6% | -7% | CC(C)C[C@H]1CN(CCCC[C@@H]2CNC(=O)C(=O)N2CCc2ccccc2)C(=O)C(=O)N1CCc1ccc(O)cc1 | 2% | -4 | -2% | -1% | -0.2 | . |
| 5 | -4% | -4% | CC(C)C(OC(=O)c1nsc(Cl)c1Cl)C(=O)NCc1ccccc1 (stereo not drawn) | -2% | -5 | -3% | 1% | -2.3 | -4% |
| 6 | 0% | -6% | CC1CN(CC(O)COC(c2ccc(Cl)cc2)c2ccc(Cl)cc2)CC(C)O1 (stereo not drawn) | -17% | 14 | 14% | -10% | 0.9 | 1% |
| 7 | -7% | 1% | O=C(COC(=O)c1ccc(Br)c(S(=O)(=O)N2CCOCC2)c1)NCC1CCCO1 (stereo not drawn) | -3% | -5 | -4% | -3% | -4.2 | -3% |
| 8 | -9% | -10% | COCC(C)NC(=O)C1CC(c2cccc(Br)c2)=NO1 (stereo not drawn) | -11% | -1 | -3% | 5% | -0.7 | 3% |
| 9 | -1% | -8% | CCC(=O)N(C1=C(NC(C)C)C(=O)c2ccccc2C1=O)C(C)C | -11% | -2 | -2% | -1% | 0.2 | 0% |
| 10 | -9% | -5% | CCCc1nnc2n1N=C(c1ccc(OC)c(OC)c1)CS2 | -6% | . | 3% | -3% | -0.7 | 1% |
| 11 | -6% | 15% | COc1ccc(-c2c(C#Cc3ccsc3)c3cc(-c4ccc(OC)c(F)c4)ccc3n2C)cc1 | 4% | 0 | 3% | 1% | -0.4 | -18% |
| 12 | -7% | -18% | CC(O)(c1cccc(F)c1)c1nc(/C=C/c2ccccc2)cs1 (stereo not drawn) | -5% | 21 | -7% | -6% | 0.1 | . |
| 13 | -14% | 15% | CN(C(=O)c1cccc(NC(=O)Cc2cccc(NC(=O)C3CCCN(C(=O)C4CCCC4)C3)c2)c1)C1CCC1 (stereo not drawn) | -1% | 0 | -9% | -2% | 2.3 | . |
| 14 | 2% | 6% | COCCCNC(=O)[C@H](Cc1c[nH]c2ccccc12)NC(=O)OCc1ccccc1 | 3% | -1 | 3% | -2% | -0.6 | 1% |
| 15 | -8% | -24% | CC1CCCC(NC(=O)CN(C)S(=O)(=O)c2cnc[nH]2)C1C (stereo not drawn) | 13% | -3 | 15% | 1% | 0.2 | -1% |

Single records, as listed above.
COCC(C)NC(=O)C1CC(c2cccc(Br)c2)=NO1 (stereo not drawn) as listed: PLK1 PBD block: -9%; EPAC1 antagonist: -10%; EPAC2 antag: -11%; PI5P4K alpha inh: -1; EPAC1 agonist: -3%; WRN helicase inh: 5%; CCT chaperon mod: -0.7; MmCpn inh: 3%
CCC(=O)N(C1=C(NC(C)C)C(=O)c2ccccc2C1=O)C(C)C as listed: PLK1 PBD block: -1%; EPAC1 antagonist: -8%; EPAC2 antag: -11%; PI5P4K alpha inh: -2; EPAC1 agonist: -2%; WRN helicase inh: -1%; CCT chaperon mod: 0.2; MmCpn inh: 0%

Of the compounds above, these contain fluorine.
| cpd | PLK1 PBD block | EPAC1 antagonist | mol | EPAC2 antag | PI5P4K alpha inh | EPAC1 agonist | WRN helicase inh | CCT chaperon mod | MmCpn inh |
| --- | --- | --- | --- | --- | --- | --- | --- | --- | --- |
| 11 | -6% | 15% | COc1ccc(-c2c(C#Cc3ccsc3)c3cc(-c4ccc(OC)c(F)c4)ccc3n2C)cc1 | 4% | 0 | 3% | 1% | -0.4 | -18% |
| 12 | -7% | -18% | CC(O)(c1cccc(F)c1)c1nc(/C=C/c2ccccc2)cs1 (stereo not drawn) | -5% | 21 | -7% | -6% | 0.1 | . |

Continuation:
| cpd | PLK1 PBD block | EPAC1 antagonist | mol | EPAC2 antag | PI5P4K alpha inh | EPAC1 agonist | WRN helicase inh | CCT chaperon mod | MmCpn inh |
| --- | --- | --- | --- | --- | --- | --- | --- | --- | --- |
| 16 | -8% | -1% | O=C(Nc1cc2c(cc1Cl)OCCO2)c1ccco1 | 0% | . | 7% | 3% | -2.5 | -1% |
| 17 | -24% | -7% | c1ccc(Cc2nnc(N3CCCCC3)c3ccccc23)cc1 | -24% | -2 | -20% | -2% | 0.9 | -7% |
| 18 | 7% | -3% | CC(C)N(Cc1nnc(-c2ccc(Cl)cc2)o1)C(=O)C1=COCCO1 | 4% | 4 | 0% | 1% | -2.0 | 1% |
| 19 | 0% | 8% | COc1ccc([N+](=O)[O-])cc1NS(=O)(=O)c1cc(C(=O)N2CCN(C)CC2)ccc1OC | 3% | 1 | 8% | 4% | -12 | -4% |
| 20 | 1% | 4% | CCOC(OCC)c1cc2ccccc2cn1 | -9% | 1 | -9% | 3% | -0.9 | 1% |
| 21 | -11% | -24% | Cc1sc2nc(CSc3ccccc3)nc(N3CCC(C(N)=O)CC3)c2c1C | -24% | 4 | 11% | -10% | -2.9 | 0% |
| 22 | -7% | -15% | COc1ccc(NC(=O)CN2C(=O)/C(=C3\SC(=S)N(C4CCS(=O)(=O)C4)C3=O)c3ccccc32)cc1 (stereo not drawn) | -27% | -25 | 6% | -15% | 0.8 | 2% |
| 23 | -3% | 1% | Cc1cc(C)c(C(=O)CSc2nnc(N)s2)c(C)c1 | -6% | -3 | 11% | -3% | -0.6 | 3% |
| 24 | -6% | -12% | O=C(CN1C(=O)NC2(CCOc3ccccc32)C1=O)Nc1ccc(F)c(F)c1F (stereo not drawn) | 18% | 1 | -1% | 5% | -0.2 | -6% |
